Lipid storage S3: qHTS Assay for Lipid Storage Modulators in Drosophila S3 Cells; Drosophila S3 cells, BODIPY lipid droplet fluorescence, 18-24 h; cells fed with added oleic acid; lipid storage change, negative = inhibition, % at the top dose, mostly 46.1 µM; hits show Potency in µM; 320,000 compounds, 0.64% hits; AID 2685; active = well fitted inhibition curve with a large enough effect in the signal ratio, with a control signal flat, not every such curve was filed as active; inconclusive = small, poorly fitted or top-dose-only effect, or effect the other way, or a change in a side signal; the % refers to the signal ratio
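Drosophila S3 cells got compounds at several concentrations plus oleic acid (400 uM solution). Laser-scanning cytometry with 488 nm excitation read lipid droplets at 500-530 nm and cells at 575-640 nm. Percent activity was relative to 20 uM Triacsin C.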
Lipid storage S3 cell count max: further read-out of Lipid storage S3, marked with its call; cell number change, %; measured here: cell count max response;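 cells counted by Cell Tracker Red CMTPX staining in the red channel; peak over a dose series mostly up to 46.1 µM; percent activity relative to internal control wells on each plate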
* = called active by the depositor; i = inactive; ? = inconclusive; . = no result given; [ ] = dose if it differs, or a comment. % is set by controls: 0 for no effect and ±100 for the full control effect; potency is the fitted concentration of half-maximal effect.

SMILES	Lipid storage S3	Lipid storage S3 cell count max
C=CCOn1c(-n2nc(C)cc2C)nc2ccccc2c1=O	-4%	.
O=C(COC(=O)c1cccc(S(=O)(=O)NCc2ccccc2)c1)Nc1ccccc1OC(F)F	i	.
COc1cc(OC)cc(C(=O)N(Cc2cc3cc(C)ccc3[nH]c2=O)C(C)C)c1	?	.
O=C(CSc1nc2ccccc2[nH]1)Nc1nc(-c2ccc(Br)cc2)cs1	?	.
CCc1nnc(NC(=O)c2ccc(S(=O)(=O)N(CCOC)CCOC)cc2)o1	-15%	-10
COc1ccc(CCNc2oc(COc3ccccc3)nc2C#N)cc1	?	.
O=C(COC(=O)C(Cc1ccccc1)NC(=O)c1ccc(Cl)cc1)c1ccc(Cl)cc1 (stereo unspecified)	?	.
CCc1nc2c(s1)CCc1onc(-c3ccc(Cl)cc3)c1-2	?	.
COc1ccc(S(=O)(=O)N2CC=C(C(=O)NC3CCCC3)CC2)cc1	?	.
CCN1CCN(C(=O)C(NS(=O)(=O)c2ccc3nc(C)sc3c2)C(C)C)CC1 (stereo unspecified)	28%[9.22 µM]	.
NS(=O)(=O)OCC1CCCCC1	?	.
COc1cccc(Cn2c(N)c(C#N)c3nc4ccccc4nc32)c1OC	?	.
CCCCN=C1N/C(=C\c2ccco2)C(=O)N1c1ccccc1	1%	-8
COc1cccc(C(=O)Nc2cc(=O)n(C)c(=O)n2C)c1OC	13%[9.22 µM]	.
N=C(N)Cc1ccccc1Sc1ccccc1	i	-18
CC1(C)CC(=O)C(C=NCC(O)c2ccccc2)=C(O)C1 (stereo unspecified)	-8%	0
CCC(C)NC(=O)CN1C(=O)NC2NC(=O)NC21 (stereo unspecified)	-10%	-15
O=C(CSc1nnnn1-c1cccc2ccccc12)Nc1ccc(C(=O)O)cc1	i	20
CCCC(O)(c1ccccc1)C(CN1CCOCC1)c1ccccc1 (stereo unspecified)	?	.
CS(=O)(=O)c1ccc2nc(NC(=O)c3ccc(Cn4cc(Br)cn4)o3)sc2c1	?	.
C/C=C/C(=O)OCC(=O)Nc1ccc(OC)c(OC)c1	?	.
CCc1ccc(NC(=O)CSc2nnnn2C)cc1	i	5
CCOc1ccc(-n2c(=S)sc3c(=O)[nH]c(SCC(=O)NCc4ccco4)nc32)cc1	?	.
O=C(NCc1ccccn1)/C(=C/c1ccco1)NC(=O)c1ccccc1	14%	3
O=C(COC(=O)/C=C/c1ccc(Cl)cc1Cl)Nc1cc(C(F)(F)F)ccc1N1CCOCC1	8%	-1
SMILES	Lipid storage S3	Lipid storage S3 cell count max
O=[N+]([O-])c1cccnc1Sc1n[nH]c(-c2ccc(Cl)cc2)n1	6%	19
CCN(CC)c1ccc(NC(=O)CN(C)Cc2cccs2)cc1	?	.
COc1ccc(Cl)cc1NS(=O)(=O)c1cccc(C(=O)NCC2(N(C)C)CCCCC2)c1	33µM*	-25*
Oc1ccc(/C=N/N2CCN(Cc3ccccc3)CC2)cc1	?	.
Cc1ccc(S(=O)(=O)Nc2ccc(NC(=O)c3cccnc3)cc2)cc1	5%	3
c1ccc(Cn2ncc3c(N4CCOCC4)ncnc32)cc1	11%	-1
COc1ccc(CN2C(=O)/C(=C/c3ccc(-c4ccc(Cl)c(C(=O)O)c4)o3)SC2=S)cc1	-6%	15
COc1ccccc1NC(=S)NC(NC(C)=O)C(Cl)(Cl)Cl (stereo unspecified)	?	.
COc1ccc(NC(=O)CN(C)C(=O)CNC(=O)c2cccs2)cc1	?	.
O=C(OCC(=O)N1CCC(Cc2ccccc2)CC1)c1ccccc1NCCO	27%	18
CN(C(=O)COC(=O)/C=C/c1ccc(C(F)(F)F)cc1)C1CCS(=O)(=O)C1 (stereo unspecified)	?	.
O=C(c1ccco1)N1CCN(S(=O)(=O)c2ccccc2)CC1	?	.
Cc1noc(C)c1COc1ccc(C(=O)OCC(=O)OC(C)(C)C)cc1	?	.
CC(=O)c1cccc(NC(=O)C2CCCN2S(=O)(=O)c2cccc3cccnc23)c1 (stereo unspecified)	-14%	-12
CCN1CCN(C(c2ccccc2)c2nnnn2CCc2ccc(OC)c(OC)c2)CC1 (stereo unspecified)	-6%	-3
COc1ccc(/C=C/C2=CC(C)(C)NC(=S)N2)cc1OC	-5%	5
COc1c(Cl)ccc(Cl)c1C(=O)NC(=O)N1CCOCC1	?	.
O=C(Nc1cccnc1)c1cc(-c2cccs2)on1	9%	.
CCOC(=O)c1nnc(-c2ccc(C)cc2)nc1Sc1ccc(Cl)cc1	?	.
COCCNC(=O)C1CCC(=O)N(c2ccc(OC)cc2)C1c1ccc(OC)c(OC)c1 (stereo unspecified)	?	.
O=C(CN(c1ccccc1)S(=O)(=O)c1ccccc1[N+](=O)[O-])Nc1cccnc1	?	.
Cc1cc(=O)[nH]c(N/N=C/c2c(C)nn(-c3ccccc3)c2Cl)n1	?	.
COc1ccc(C(=O)[C@@H]2CC[C@](C)(C(=O)O)C2(C)C)cc1	?	.
CC1Cc2ccccc2N1C(=O)CN(C)S(=O)(=O)c1cccc2cccnc12 (stereo unspecified)	-5%	16
COc1cccc(NC(=O)CS(=O)(=O)c2cn(CC(=O)N3CCOCC3)c3ccccc23)c1	-1%	10
SMILES	Lipid storage S3	Lipid storage S3 cell count max
COc1cc(C(=O)N(CCN(C)C)CC2CCCN(Cc3ccccc3F)C2)ccc1C (stereo unspecified)	12%	17
FC(F)(F)c1cccc(Cc2noc(CN(Cc3ccccn3)CC3CCCO3)n2)c1 (stereo unspecified)	?	.
CC(=O)N1CCCC(C(=O)c2ccc(Oc3ccccc3)cc2)C1 (stereo unspecified)	?	.
COCc1nnc(NC(=O)C2CCN(C(=O)c3ccco3)CC2)s1	?	.
CCOc1ccc2oc(C(=O)OCC(=O)N3C(C)CCCC3C)c(C)c2c1 (stereo unspecified)	?	.
CSc1ccc(C(=O)C2CCCN(C(=O)c3cccnc3SC)C2)cc1 (stereo unspecified)	-1%	10
COC(=O)CSc1nc(C)cc(C(F)(F)F)c1C#N	?	.
Nc1c(C(=O)NCc2ccc3c(c2)OCO3)c2nc3ccccc3nc2n1CCCN1CCOCC1	?	.
Cn1c(=NC(=O)c2cnccn2)sc2ccccc21	?	.
NC(=O)CCC(NS(=O)(=O)c1ccc(Cl)cc1)C(=O)NCc1ccccc1Cl (stereo unspecified)	i	-2
CCOC(=O)N1CCN(C(=O)CCn2c(=S)[nH]c3cc(OCC)c(OCC)cc3c2=O)CC1	-1%	3
COc1ccc(CCN2C(=S)N(c3ccc(Cl)cc3)C(=O)C2CC(N)=O)cc1OC (stereo unspecified)	6%	-1
COCCn1c(SCC(=O)Nc2ccc(OC)cc2)nnc1-c1ccoc1C	i	-4
N#C/C(=C\c1ccc(OC(=O)c2ccccn2)cc1)C(N)=O	-1%	-1
Cc1ccc(-c2nn(-c3ccccc3)cc2C(=O)NCC(c2cccs2)N2CCOCC2)cc1 (stereo unspecified)	?	.
O=C(Cc1cccc(C(F)(F)F)c1)OCN1C(=O)c2ccccc2C1=O	?	.
Cc1cccc(OCC(O)Cn2ccnc2C)c1 (stereo unspecified)	?	.
CC(C)CN1CCC(=O)N(CCO)CC1	?	.
O=c1oc2ccccc2c(Nc2ccccc2O)c1[N+](=O)[O-]	-5%	19
CCOc1ccc(N(CC(=O)NC2CC3CCC2C3)S(=O)(=O)c2ccccc2)cc1 (stereo unspecified)	i	16
Cc1ccc(C)c2[nH]c(=O)c(CN(CCN3CCOCC3)Cc3nnnn3CC3CCCO3)cc12 (stereo unspecified)	?	.
O=C(c1cccc(NS(=O)(=O)c2ccc(F)c(F)c2)c1)N1CCN(Cc2ccccc2)CC1	?	.
COc1ccc(-n2nc(C(=O)NCC(=O)N3CCN(c4ccccc4)CC3)c3ccccc3c2=O)c(OC)c1	?	.
FC(F)Sc1ccc(-n2cc(-c3ccccc3)[n+]3c2CCC3)cc1	-12%	-3
CSc1ccccc1NC(=O)Nc1cccc(F)c1	?	.
SMILES	Lipid storage S3	Lipid storage S3 cell count max
COc1ccccc1-c1nc(SCC(=O)N2CCOCC2)n[nH]1	?	.
CC(=O)Oc1ccc(-c2csc(Nc3ccc(S(N)(=O)=O)cc3)n2)cc1	-17%	9
Cc1nc2ccccc2nc1CSc1nncs1	?	.
COc1ccc(C2C(C(=O)OCC(=O)Nc3ccc(C)cc3)CCC(=O)N2c2ccc(OC)cc2)cc1 (stereo unspecified)	?	.
O=C(COc1ccc(Cl)cc1)N1CCN(S(=O)(=O)c2ccc(Cl)cc2)CC1	i	.
Cc1cccc(NC(=O)CSCc2cc(=O)n3ccsc3n2)c1C	i	.
COc1ccc(N2CCN(C(=O)C3CCN(C(=O)c4ccc([N+](=O)[O-])cc4)CC3)CC2)cc1	?	.
COC(=O)N1CN(C(=O)OC)CN(C(=O)OC)C1	-12%	1
COc1ccc(S(=O)(=O)Nc2cccc(C)n2)c2ccccc12	?	.
O=C(N=Nc1c(O)[nH]c2ccc(Cl)cc12)c1cc(-c2cccs2)nc2ccccc12	?	.
CC1(C)CC(=O)c2cc(OCC(=O)NCCN3CCCc4ccccc43)ccc2O1	6%	0
O=C(CCc1ccccc1)N=C1SC2CS(=O)(=O)CC2N1c1ccccc1F (stereo unspecified)	i	.
O=C1CC(c2ccc(OCCCCCOc3ccc(C4CC(=O)NC4=O)cc3)cc2)C(=O)N1 (stereo unspecified)	-25%	-5
COc1ccccc1CNC(=O)CCn1c(=O)sc2ccccc21	7%	-1
COCCCn1cc(C(=O)c2cc(OC)ccc2OCC(=O)N2CCCCC2C)cc(C#N)c1=O (stereo unspecified)	-4%	.
CC(C)Sc1nc(SCC(=O)NCc2ccco2)c2c3c(sc2n1)COC(C)(C)C3	-3%	-13
CCCCCOC(=O)C1=C(C)NC(=O)NC1c1ccc([N+](=O)[O-])cc1 (stereo unspecified)	?	.
Oc1ccc(NC(=S)Nc2ccccc2)cc1	?	-13
Cc1nc(S/C(=C/c2ccc(-c3ccc(Cl)cc3)o2)C(=O)O)n[nH]1	i	.
O=C1NC2=C(C(=O)OC2)C(c2ccc(OC(F)(F)F)cc2)N1 (stereo unspecified)	-2%	1
O=C(NC1CC1)C1=C[C@@H](c2ccc(Br)cc2)C[C@@H](OCc2ccc(CO)cc2)O1	?	.
CC(=O)NC(Cc1cccc(F)c1)C(=O)NC1CCN(C(=O)Nc2ccccc2)CC1 (stereo unspecified)	i	-14
O=C(c1ccccc1-c1nc2ccccc2[nH]1)N1CCOCC1	?	.
Cn1cnnc1SCC(=O)Nc1ncc(C(F)(F)F)cc1Cl	?	.
CCn1c(N)[n+](CC(=O)Nc2ccc(SC(F)F)cc2)c2ccccc21	-13%	11
SMILES	Lipid storage S3	Lipid storage S3 cell count max
CCNC(=S)NNC(=O)Cn1c(=O)c2c(ncn2CCOC)n(Cc2ccccc2)c1=O	173%	17
O=C(/C=N/O)NCCN1CCCCC1	6%	.
Cc1cc(N2C(=O)c3ccc(C(=O)Nc4ccccc4O)cc3C2=O)no1	-19%	-4
O=C(O)c1cc(N/N=C/c2c(O)ccc3ccccc23)ccc1Cl	i	17
CCOc1[nH]n(-c2ccc(Cl)cc2)c(=O)c1C=Nc1ccc(O)cc1	-7%	-2
COc1ccc(CCNC(=O)c2ccn[nH]2)cc1OC	1%	-7
COc1ccccc1NC(=O)c1ccc(N2CC3CC(C2)c2cccc(=O)n2C3)c(NC(=O)c2ccncc2)c1 (stereo unspecified)	?	.
COCc1cc(OC)nc(-c2csc(C)n2)n1	3%	14
CN1CCN(C(=O)Cn2c(=O)oc3cc(S(=O)(=O)NCc4ccccc4)ccc32)CC1	?	.
CCc1ccc2c(c1)cc(CN(C(=S)Nc1cccc(C)c1)C1CC1)c1nnnn12	-3%	6
COc1ccc(CN2CC(=O)N(c3ccc(C)c(C)c3)C2=S)cc1OC	?	.
COc1ccc(C(=O)C2CCCN(Cc3cccn3-c3ccccn3)C2)cc1F (stereo unspecified)	25%	12
O=C(C1CC1)N1N=C2CCCCC2C1(O)C(F)(F)F (stereo unspecified)	?	.

An excerpt; count on the stated rates, not on these rows.
